# ATXN viability: cell viability loss in ATXN counter-screen. AID 651635. S2 cells (HEK-293 line with an ATXN2-luciferase reporter) viability, CellTiter-Fluor protease fluorescence, 24 h. actives 0.49% (n = 400,000). Potency, µM (top dose mostly 56.7 µM), actives largely listed as cytotoxic; further: potency means the concentration at half of the fitted maximal effect; nearly all actives have a fitted effect of over 40% in size
# HepG2 tox: HepG2 cytotoxicity, counter-screen for TGF-b inhibitors. Potency, µM (doses to about 46.1 µM), for inactives: at the highest dose activity change, negative = cytotoxicity, actives largely listed as cytotoxic. HepG2 CAGA-GFP viability, ATP luminescence, 18 h. actives 0.76% (n = 410,000). AID 588856; further: potency means the concentration at half of the fitted maximal effect; some results filed as inactive show a strong effect at the top dose
#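 CellTiter-Glo luminescence gave cytotoxicity after 18 hours at 37 degrees C. The cells were HepG2 CAGA-GFP in 1% FBS DMEM, stimulated with 500 pg/mL TGF-beta after compound addition. %Activity was normalised to no-cell wells (complete cell-killing) and DMSO (no toxicity), and curves were fitted and classified.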
# MmCpn inh: blocks the Methanococcus maripaludis chaperonin Mm-Cpn; Potency, µM (doses to about 76.9 µM), without a hit: top-dose activity, negative = inhibition, actives largely listed as inhibitors; purified Mm-Cpn ATPase, ADP Transcreener TR-FRET; AID 504842; actives 0.031% (n = 330,000); further: potency means the concentration at half of the fitted maximal effect; on the % scale 0 is the no-effect control and ±100 the full control effect; nearly all actives have a fitted effect of over 80% in size
#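 Purified archaeal Mm-CPN (25nM final) preincubated 10 min at 37degC with compound, then 10uM ATP for 30 min at 37degC; ADP measured by HTRF Transcreener TR-FRET; buffer 30 mM TRIS pH 7.4, 100mM KCl, 5mM MgCl2, 1mM DTT.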
# Nrf2 block: inhibitors of Nrf2 signaling; Potency, µM (series often up to 46 µM), for the others: at the highest dose activity change, negative = inhibition, usual class: inhibitors; actives 2.1% (n = 360,000); A549 ARE-Fluc reporter, luciferase luminescence, 18-24 h; further: potency means the concentration at half of the fitted maximal effect; on the % scale 0 is the no-effect control and ±100 the full control effect; nearly all actives have a fitted effect of over 60% in size
#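 Nrf2 activity is the BugLite luminescence, read 15 min after reagent at room temperature, following CellTiter-Fluor cytotoxicity readout (30 min, 37C). Compound titrations were applied for 18-24 h to 5000 A549 ARE_Fluc cells/well in 5% FBS OPTI-MEM.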
# A549 viability: counter-screen for Nrf2 inhibitors: cytotoxicity in A549 cells; actives 0.16% (n = 390,000); A549 ARE-Fluc cells, CellTiter-Fluor viability, 18-24 h; Potency, µM (top dose mostly 46 µM), for inactives: at the highest dose activity change, negative = cytotoxicity, actives largely listed as inhibitors; further: potency means the concentration at half of the fitted maximal effect; on the % scale 0 is the no-effect control and ±100 the full control effect
#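 A549 ARE_Fluc cells in 5% FBS OPTI-MEM were exposed to compounds in concentration-response for 18-24 h at 37 deg C. Viability was read by CellTiter-Fluor fluorescence (Ex 405/Em 525) after 30 min, before the luciferase read.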
# Akt phos inh: inhibitors of Akt phosphorylation | activity change, % for hits at 50 µM | AID 651550 | Neuro2A IGF-stimulated pAkt S473 HTRF, 20 min; hits give low values | actives 0.32% (n = 360,000); in the data active means activity change below about -80%; inconclusive means mostly about -51% to -80%; further: on the % scale 0 is the no-effect control and ±100 the full control effect
#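 Single-point screen (50 µM final compound) in Neuro2A cells stimulated 20 min with 6 nM IGF at 37 deg C. After lysis, Ser473-phosphorylated Akt read by HTRF (ex 330 nm, em 615/665 nm) as the 665/615 ratio.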
# Nrf2 activator: activates Nrf2 signaling; AREc32 ARE-luciferase reporter (MCF7-derived line), luminescence, 24 h; Potency, µM (highest dose often 46.1 µM), for the others: at the highest dose activation, most hits filed as activators; actives 0.31% (n = 410,000); further: potency means the concentration at half of the fitted maximal effect; % of control where 0% means no effect; nearly all actives have a fitted effect of over 65% in size
#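 Steps: seed AREc32_Fluc cells (1000/well, 5% FBS OPTI-MEM); incubate overnight at 37 deg C; add 23 nL compound; incubate 24 hr; add Steady-Glo; hold 30 min RT; read luminescence.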
# CCT chaperon mod: cytosolic chaperonin activity modulation | purified chaperonin ATPase assay, HTRF ADP detection, 30 min | activity change, % (test concentration not listed), hits read low | actives 0.3% (n = 360,000); in the data active means activity change below about -30%; further: on the % scale 0 is the no-effect control and ±100 the full control effect
#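 TRiC (40 or 20 nM final, by batch activity) in 30 mM Tris pH 7.4, 100 mM KCl, 5 mM MgCl2, 1 mM DTT was treated with compound at 76 uM single dose, then 10 uM ATP, 30 min at 37 °C. ADP was read by HTRF Transcreener.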
# TGFb SMAD3 inh: blocks TGF-b signaling | HepG2 CAGA-GFP TGF-b/SMAD3 reporter, GFP fluorescence, 18 h; TGF-beta stimulated, 500 pg/mL final | Potency, µM (top dose mostly 46.1 µM), without a hit: at the top dose activity, negative = inhibition, actives largely listed as inhibitors | actives 1.2% (n = 410,000); further: potency means the concentration at half of the fitted maximal effect; on the % scale 0 is the no-effect control and ±100 the full control effect; nearly all actives have a fitted effect of over 65% in size
#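 HEPG2 CAGA-GFP reporter cells (1000/well, DMEM with 1% FBS) received compounds, then recombinant TGF-beta at 500 pg/mL final for 18 hours at 37 degrees C. Per-cell GFP summed per well was normalised to unstimulated and stimulated DMSO controls before curve fitting.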
# * marks the source's active call; other numbers are inactive results; i = inactive; ? = inconclusive; · = not tested or not shown; [ ] = another dose, or the depositor's remark. Unless noted, the call rests on the fitted dose curve; in most records, active means well fitted curve in the direction sought with a large enough effect; inconclusive means small, poorly fitted or top-dose-only effect, or another doubt; inactive means no such curve, though single readings can be large; an effect the other way counts as inactive or inconclusive.
# Under each structure: ATXN viability	HepG2 tox	MmCpn inh	Nrf2 block	A549 viability	Akt phos inh	Nrf2 activator	CCT chaperon mod	TGFb SMAD3 inh
1	CCC(=O)Nc1c(S(=O)(=O)c2ccc(C)cc2)c2nc3ccccc3nc2n1C(C)c1ccccc1 (configuration not stated)
    i	24%	-14%	?	?	i	0.3%	-3.5	?
2	COc1ccccc1C(=O)Nc1ccccc1C(=O)NCc1ccco1
    i	-7%	-1%	1%	14%	i	13%	0.3	-13%
3	O=C(NC1CCN(Cc2ccccc2)CC1)c1ccccc1NS(=O)(=O)c1ccc(F)cc1
    i	-23%	-2%	1%	-5%	i	4.2%	-2.3	-1%
4	CC1(C(=O)OCC(=O)Nc2nnc(-c3ccccc3)o2)CC1(Cl)Cl (configuration not stated)
    i	-38%	3%	7%	-8%	i	-0.1%	-0.3	?
5	Cc1cccc(N2CCN(Cc3cnc(Cl)s3)CC2C)c1 (configuration not stated)
    i	-11%	2%	-22%	0%	i	0.2%	2.6	-3%
6	CCOC(=O)c1ccc(NC(=O)c2cccc(C)c2[N+](=O)[O-])cc1
    i	0%	2%	-19%	-4%	i	3.0%	-0.4	5%
7	O=C(COc1ccc(S(=O)(=O)N2CCOCC2)cc1)NCCc1ccccc1
    i	0%	-5%	-24%	-4%	i	0.1%	0.4	2%
8	COC(=O)CNC(=O)c1ccccc1F
    i	1%	1%	-2%	15%	i	-0.7%	-2.0	-14%
9	COc1ccc(C(=O)NCC2CCCO2)cc1OC (configuration not stated)
    i	-18%	0%	8%	1%	i	-0.1%	-2.1	-3%
10	C=CCn1c(SCc2nc3sc(C(=O)O)c(C)c3c(=O)[nH]2)nnc1-c1ccc(C(C)(C)C)cc1
    i	11%	-5%	-9%	4%	i	-0.3%	0.3	7%
11	O=C(NNc1ccccc1[N+](=O)[O-])Nc1ccc(Cl)c(Cl)c1
    i	-42%	1%	?	1%	i	2.3%	0.7	?
12	NNC(=O)CSc1nnc(-c2ccccc2)n1-c1ccccc1
    i	-7%	1%	-6%	-2%	i	-1.6%	-2.9	1%
13	COc1cccc(-c2nn(-c3ccccc3)cc2/C=C\C(=O)c2cccs2)c1
    i	3%	-10%	-8%	0%	i	12%	-2.8	0%
14	CC(C)c1ccc(NC(=O)C2CCN(S(=O)(=O)c3cccc4nonc34)CC2)cc1
    ?	-5%	·	16%	-1%	·	-0.7%	·	-6%
15	Cc1ccccc1Cn1c(SCc2ccc(C(=O)NCc3cccs3)cc2)nc2ccncc21
    i	-25%	·	12%	-3%	·	6.2%	·	?

# Next section, overlapping the part above by 2 compounds.
# Under each structure: ATXN viability	HepG2 tox	MmCpn inh	Nrf2 block	A549 viability	Akt phos inh	Nrf2 activator	CCT chaperon mod	TGFb SMAD3 inh
14	CC(C)c1ccc(NC(=O)C2CCN(S(=O)(=O)c3cccc4nonc34)CC2)cc1
    ?	-5%	·	16%	-1%	·	-0.7%	·	-6%
15	Cc1ccccc1Cn1c(SCc2ccc(C(=O)NCc3cccs3)cc2)nc2ccncc21
    i	-25%	·	12%	-3%	·	6.2%	·	?
16	COC(=O)c1ccc2[nH]c3cccc(/C(=C/c4ccccc4)c4ccccc4)c3c2c1
    ·	-112%	-7%	?	-19%	i	-2.0%	-0.8	?
17	O=C(OCC(=O)C12CC3CC(CC(C3)C1)C2)c1ccc(O)cc1O
    i	-64%	0%	0%	4%	i	-0.3%	-1.7	?
18	COc1ccc(C(=O)Nc2nnc(Cc3ccc(OC)c(OC)c3)s2)cc1
    i	-4%	1%	4%	7%	i	-0.5%[9.22 µM]	-0.5	16%
19	COCCCNC(=O)CSc1ccsc1[N+](=O)[O-]
    i	-33%	2%	?	-16%	i	2.1%	-1.7	0%
20	CCOc1ccccc1C(=O)Nc1cc(Cl)ccc1O
    ?	-40%	0%	2%	-3%	i	4.1%	-1.4	?
21	COCCNC(=O)/C(C#N)=C/c1cc(Br)c(O)c(OC)c1
    ?	6%	-5%	-1%	-16%	i	-0.1%	2.2	13%
22	Nc1nonc1-n1nnc(C(=O)N/N=C/c2ccco2)c1CSc1ccc(Cl)cc1
    i	-6%	·	·	·	i	4.8%	-1.0	1%
23	O=C(CC(Cc1ccccc1)C(=O)O)Nc1ccc(Cl)c(Cl)c1 (configuration not stated)
    i	-3%	0%	?	-2%	i	0.1%	-1.1	-5%
24	O=C(c1ccc2c(=O)n(Cc3ccco3)c(=S)[nH]c2c1)N1CCN(c2ccccc2)CC1
    i	-14%	0%	?	-9%	i	3.0%	-2.4	-17%
25	CC(C)c1ccc(C2CC(c3ccc(Br)cc3)=NN2C(N)=S)cc1 (configuration not stated)
    i	-21%	?	?	?	i	6.0%	-0.6	?
26	COc1ccccc1NC(=O)c1sc2nc(C)c(C(=O)Nc3ccc(C)cc3C)c(-c3ccco3)c2c1N
    ·	12%	·	?	11%	·	-1.1%	·	0%
27	Cc1nn(-c2ccccc2)c(N2CCCC2)c1/C=N/NC(=O)c1ccccc1O
    i	-28%	1%	3%	2%	i	0.5%	0.1	-10%
28	CN1CCN(C(=O)C2CCC(C)(C(=O)O)C2(C)C)CC1 (configuration not stated)
    i	-9%	-3%	-11%	1%	i	-0.3%	-2.9	-1%
29	O=C1CC(N2CCN(c3ccccc3)CC2)C(=O)N1c1ccc(Cl)cc1 (configuration not stated)
    ?	-6%	0%	1%	1%	i	2.6%	-0.3	-3%
30	CC12CCC(C(=O)Nc3ccccc3Cl)([C@H](Br)C1=O)C2(C)C (some centres not stated)
    i	1%	-1%	3%	-6%	i	-0.3%	-1.4	14%
31	O=[N+]([O-])c1ccc(N2CCN(c3ccccc3F)CC2)c(S(=O)(=O)N2CCOCC2)c1
    i	-1%	2%	0%	2%	i	-0.2%	-1.1	-20%
32	Cc1cccc(/C=N/NC(=O)c2ccc(NC(=O)c3cccc(Cl)c3)cc2)n1
    i	-53%	-3%	?	3%	i	7.8%	-2.5	?
33	COc1cc(NC(=O)c2noc3c2CC(C(C)(C)C)CC3)cc(OC)c1OC (configuration not stated)
    i	8%	·	7%	0%	·	0.2%	·	21%
34	N#C/C(=C\c1cccc([N+](=O)[O-])c1)C(=O)NCC1CCCO1 (configuration not stated)
    i	-14%	3%	-8%	-2%	i	-0.2%	-3.3	1%
35	OCCC1CN(CCCn2cccn2)CCN1C1CCCCC1 (configuration not stated)
    i	3%	1%	-5%	3%	i	0.4%	2.7	8%
36	CCc1ccccc1NC(=O)COC(=O)c1cccs1
    i	-3%	1%	5%	2%	i	-0.7%	1.4	8%
37	CCC(=O)N1c2ccccc2CC1C(=O)NCCN1CCN(c2cccc(C(F)(F)F)c2)CC1 (configuration not stated)
    ?	-1%	·	·	0%	·	-0.4%	·	-7%
38	Cc1ccc(NC(=O)NC(C)c2c(-n3cccc3)sc(C)c2C)c(C)c1 (configuration not stated)
    ·	-4%	·	18µM*	-15%	·	0.1%	·	·
39	Cc1ccccc1NC(=O)c1nn(C)c(C(=O)Nc2ccccc2C)c1[N+](=O)[O-]
    ·	18%	-5%	20%	8%	i	-0.4%	-6.0	7%
40	COc1cc2c(cc1OC)C(C)N(C(=O)[C@@H](NC(=O)c1ccccc1)C(C)C)CC2 (some centres not stated)
    i	-3%	1%	?	-3%	i	3.5%	3.5	-1%
41	C=CCn1c(SCC(=O)Nc2ccc(F)cc2)nnc1-c1cnccn1
    i	-14%	-3%	?	3%	i	-0.2%	-1.3	-3%
42	COc1ccc(/C=N/Nc2ncnc3c2[nH]c2ccc(C)cc23)c(OC)c1OC
    ?	13%	-1%	?	-8%	i	3.6%	-2.1	?
43	COc1ccc(C(=O)/C=C/c2ccc(O)cc2)c(O)c1C/C=C(\C)CCC=C(C)C
    ·	-117%	-2%	-15%	-15%	i	-2.7%	2.4	?
44	Cc1cc(-n2c(=O)c(C#N)cc3c(=O)n4ccccc4nc32)no1
    ·	0%	-7%	5%	?	i	0.3%	0.0	3%
45	COc1ccc(-c2coc3c2c(C)cc2oc(=O)cc(C)c23)cc1
    i	-23%	·	15%	5%	·	-1.4%	·	-4%
46	CCOC(=O)c1ccc(NC(=S)NCCCN2CCOCC2)cc1
    i	-5%	-4%	-14%	-1%	i	-0.4%	-17	-13%
47	COc1cc2ccc(NC(C)=O)cc2cc1OC
    i	-10%	·	·	·	i	3.1%	1.3	-7%
48	CCN(CC)C(=O)CSc1ncnc2c1cnn2-c1ccccc1
    i	-27%	-1%	10%	5%	-110%*	5.2%	-0.1	-8%
49	COc1ccccc1N(C)S(=O)(=O)c1ccc(C(=O)Nc2ccc(N3CCOCC3)cc2)cc1
    i	-19%	-1%	?	2%	i	1.7%	-0.3	2%
50	O=C(CN1C(=O)NC2(CCOc3ccccc32)C1=O)Nc1ccc(Br)cc1F (configuration not stated)
    ?	-2%	4%	14%	1%	i	0.3%	3.2	?
51	CCCc1c(C(=O)N/N=C/c2ccc(-c3ccccc3)cc2)nnn1-c1nonc1N
    i	-8%	·	·	·	i	2.7%	1.1	5%
52	Cc1cc(OC(=O)c2ccc3ccccc3c2)c([N+](=O)[O-])c(=O)[nH]1
    i	-2%	0%	-4%	1%	i	-1.0%	-0.9	-2%
53	O=C(Nc1nccs1)c1ccc2nccnc2c1
    ?	26%	0%	?	-3%	i	12%	-0.6	-6%
54	CC(=O)c1cccc(-c2ccnc3c2CC(C(=O)NCCc2ccccc2)O3)c1 (configuration not stated)
    i	-29%	·	·	·	i	3.0%	1.5	-16%
55	CC(=O)c1cccc(NC(=O)CSc2nnc3ccc(-c4ccc(Br)cc4)nn23)c1
    ·	-22%	·	·	-7%	·	0.1%	·	-2%

# Assay outcomes as filed in PubChem.
